Compound activity deposited in PubChem BioAssay by several laboratories.
aDG glyco up – alpha-DG glycosylation activation. hit rate 0.22% among 360,000. Pro5-aDG cells, alpha-DG glycosylation AlphaScreen (IIH6); 0% Pro5, 100% B10-LARGE cell signal. AID 624168. activation, % at 10 µM;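 active = activation of at least 8% versus controls, or a plate z-score of at least 8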;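 note: Pro5 are CHO cells carrying HIG-tagged alpha-DG that lacks glycosylation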
MC4R ag barr – human MC4R agonism via beta-arrestin; hit rate 0.98% among 360,000; activation, % at 8.9 µM; U2OS MC4R beta-arrestin complementation, luminescence; percent of melanotan II response, DMSO zero; P32245;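 active = activation above a per-plate cutoff, the mean activation of sample wells on that plate plus 3 SD, cut at about 8% in these data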
Target sequence (P32245 whole entry, looked up): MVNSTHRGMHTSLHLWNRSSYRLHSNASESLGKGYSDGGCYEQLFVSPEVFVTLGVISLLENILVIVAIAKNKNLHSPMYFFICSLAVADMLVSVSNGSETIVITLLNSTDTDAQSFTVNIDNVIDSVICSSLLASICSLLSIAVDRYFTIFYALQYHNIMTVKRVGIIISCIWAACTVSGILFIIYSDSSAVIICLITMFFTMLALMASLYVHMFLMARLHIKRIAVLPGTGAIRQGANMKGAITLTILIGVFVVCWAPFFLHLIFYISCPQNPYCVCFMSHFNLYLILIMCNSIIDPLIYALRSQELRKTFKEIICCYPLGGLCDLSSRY
PDI inh – PDI (human) enzyme inhibition; P07237; PDI insulin aggregation turbidity, A650, 90 min; inhibition, % at 10 µM; hit rate 0.052% among 350,000; AID 588391;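 active = mean inhibition across replicates of 30% or more, whatever share of single replicates reach that level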;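 note: absorbance from insulin aggregation driven by PDI reduction with DTT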
CaV13 ICDI inh – Disruptors of the CACNA1D IQ motif to Ca2+-dependent inactivation inhibitor domain association, primary screening, Förster resonance energy transfer in intact living …; inhibition, % at 12.3 µM; HEK cells, CFP/YFP FRET ICDI-IQ, plate reader, 10 min; percent FRET-ratio fall versus neutral wells; hit rate 0.098% among 340,000;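 active = mean replicate inhibition of at least 30% and at least 1% of replicates passing that level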;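 note: 0% = median of the neutral control wells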
H9c2 protect – myocardial damage modulation in H9c2 cells; hit rate 0.63% among 360,000; AID 588492; protection from H2O2 cell death, % at 20 µM; H9c2 cardiomyocytes, H2O2 injury protection, ATPLite, 2 h;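 active = compounds giving at least 50% protection of heart cells from peroxide-induced death in the single-dose screen, raw or plate-pattern-corrected value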;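 note: 0% = DMSO wells with peroxide and 100% = DMSO wells without peroxide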
ABCB6 inh MLPCN – blocks the human ABCB6 transporter; Q9NP58; K562-ABCB6 porphyrin accumulation, flow cytometry, 1 h; stronger effect = lower value; fluorescence ratio to DMSO, % at 10 µM; hit rate 0.19% among 360,000;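 active = fluorescence ratio to DMSO below 75%, the collection mean minus 3 SD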;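 note: signal is porphyrin accumulated inside mitochondria; 100% equals median channel fluorescence of DMSO control wells; lower ratio means ABCB6 inhibition with less porphyrin fluorescence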
MC4R antagonist – blocks human MC4R cAMP signaling | P32245 | MC4R-expressing cells, MTII-stimulated cAMP, LANCE TR-FRET | inhibition, % at 6.5 µM | hit rate 0.48% among 360,000 | AID 540295;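 active = inhibition above its plate's cutoff, the mean of tested wells on that plate plus 3 SD, cut at about 29% in these data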;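 note: 0% = Melanotan II alone and 100% = Melanotan II plus saturating MCL0020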
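System: U2OS cells stably expressing human melanocortin 4 receptor (MC4R). Reagent: Melanotan II challenge after compound preincubation. Doses: 6.5 µM. Times: 30-min compound, 1-h challenge, 1-h detection, room temperature. Measured by: TR-FRET with Eu-cAMP and labeled anti-cAMP, 671 nm. Replicates: singlicate.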
Vif imaging – blocks HIV Vif function; hit rate 0.35% among 340,000; HEK293T cells, Vif self-association by quenched fluorescence, imaging, 24 h; inhibition, % at 7.49 µM; AID 602346; in the data active = inhibition above about 50%, passing the limit was not always enough; note: some results filed as inactive read as strong as hits
HTR2A ag – mouse HTR2A agonism via beta-arrestin recruitment; CHO-K1 mHTR2A beta-arrestin complementation, luminescence; percent of 30 µM serotonin response; hit rate 0.66% among 360,000; activation, % at 7.6 µM; AID 624169; P35363;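 active = activation above a run cutoff, the mean activation of all tested compounds plus 3 SD, cut at about 14% in these data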;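 note: 0% = plate median of compound wells and 100% = 30 µM serotonin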
Target sequence (P35363 whole entry, looked up): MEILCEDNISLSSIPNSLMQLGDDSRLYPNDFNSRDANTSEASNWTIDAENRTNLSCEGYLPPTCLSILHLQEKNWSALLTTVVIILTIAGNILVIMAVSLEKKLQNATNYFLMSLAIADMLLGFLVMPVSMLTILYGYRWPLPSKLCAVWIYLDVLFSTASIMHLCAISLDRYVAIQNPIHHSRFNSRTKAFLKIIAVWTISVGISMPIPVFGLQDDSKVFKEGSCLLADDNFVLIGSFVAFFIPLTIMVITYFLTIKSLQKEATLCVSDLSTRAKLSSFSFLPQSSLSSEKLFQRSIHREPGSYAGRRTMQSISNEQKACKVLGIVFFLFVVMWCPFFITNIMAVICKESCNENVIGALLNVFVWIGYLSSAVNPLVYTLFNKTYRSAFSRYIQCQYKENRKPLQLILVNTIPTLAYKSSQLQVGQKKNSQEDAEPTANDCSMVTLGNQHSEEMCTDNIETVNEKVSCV
Glyco luc inh – N-linked glycosylation inhibition | D54 ERlucT glycosylation luciferase reporter, 24 h; percent of 100 nM tunicamycin response | reporter increase, % at 12.5 µM | hit rate 0.23% among 360,000;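 active = mean luciferase reporter signal, scaled so untreated is 0 and the glycosylation-blocking control 100, at or above a set limit in every replicate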;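 note: luciferase carries N-glycosylation sites so blocking glycosylation raises the light; 0% = median of neutral control wells and 100% = median of 100 nM tunicamycin wells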
Numbers without * were called inactive; nt = not tested or not shown; + = active, no number. Compounds as they come. About 3.6% of those tested had a hit in this group.

SMILES	aDG glyco up	MC4R ag barr	PDI inh	CaV13 ICDI inh	H9c2 protect	ABCB6 inh MLPCN	MC4R antagonist	Vif imaging	HTR2A ag	Glyco luc inh
O=C(OCC(=O)N(CCc1ccccc1)Cc1ccccc1)c1ccccc1[N+](=O)[O-]	-0.1	-4.9	-2	-6	-1	91	1	-2	-4	0
Cn1c(=O)n(C)c2cc(NS(=O)(=O)c3ccc(C(C)(C)C)cc3)ccc21	5.9	-2.9	8	-4	-15	97	-14	-9	-1	25
Cc1ccc(NC(=O)C2CC(O)CN2C(=O)OCc2ccccc2)c(C)c1 (stereo not drawn)	0.2	2.0	1	-3	-4	99	3	9	9	0
CCOC(=O)c1c(C)c(C(=O)NCC2CCCO2)c(C)n1CC (stereo not drawn)	-0.2	-0.4	6	-6	-2	100	7	7	5	1
CCc1[nH]c(=O)[nH]c1C(C)S(=O)(=O)c1ccc(C)cc1 (stereo not drawn)	0.1	-0.7	10	0	5	105	5	2	5	-3
CCc1noc(C)c1C(=O)OCC(=O)NCc1ccc(Cl)cc1	0.3	1.6	9	-6	0	97	-3	-10	7	2
O=C(NCCc1ccccc1)C1CCCN(S(=O)(=O)c2cccs2)C1 (stereo not drawn)	0.1	-0.4	3	-7	-6	99	2	nt	-2	-3
CCCCN(C(=O)c1cc(CC)c(C)s1)c1c(N)n(CC(C)C)c(=O)[nH]c1=O	0.2	-3.5	-17	-6	2	97	6	6	-2	0
COc1ccc(NC(=O)COC(=O)Cc2cccs2)cc1Cl	-0.1	-2.2	2	-6	-2	91	9	nt	2	2
Cc1cccc(C)c1-n1c(C)nn(CC#N)c1=O	-0.1	-1.6	-1	-7	-4	101	17	1	6	4
CCC(=O)Nc1ccc2c(c1)C(=O)c1ccccc1C2=O	0.0	-1.8	-5	-5	-3	101	-8	nt	1	1
COc1cccc(-c2ccc(NC(=O)C3CCCN(Cc4cnc(C)s4)C3)cc2)c1 (stereo not drawn)	0.3	-2.0	7	-6	-4	101	-1	-18	-7	1
CC12CCC(C(=O)Nc3ccc(Cl)cc3)([C@H](Br)C1=O)C2(C)C (stereo partly drawn)	-0.1	-1.1	-2	-20	3	88	1	1	-1	-1
CS(=O)(=O)N(CC(=O)NCCSCc1ccccc1)c1ccccc1F	0.0	-1.9	-10	-1	16	101	-2	27	-8	0
COc1cccc(C(=O)NCC(=O)N/N=C/c2ccc3c(c2)OCO3)c1	-0.2	-2.2	9	-3	-3	73*	1	-10	-4	1
Cc1nn(C(C)(C)C)c(C)c1/C=N/OC(=O)Nc1ccc(Cl)cc1	0.1	3.5	-4	-4	-15	87	-3	-1	-3	-19
COc1cc(C(=O)NCC2(c3ccccc3)CCCC2)ccc1OC(C)C	0.0	-2.3	-2	-5	3	88	0	-9	-11	-4
O=C(COC(=O)c1ccc(Cl)nc1)NC(=O)c1ccccc1	-0.2	-3.4	6	-6	23	95	1	nt	-6	nt
COc1ccc(-c2ccc(-c3nc4c(c(=O)[nH]c(=O)n4Cc4ccccc4)n3C)o2)c([N+](=O)[O-])c1	0.1	-1.3	3	-3	1	98	7	-10	-2	-5
COc1cccc2c1OCC1COc3c(c(=O)n(C)c(=O)n3C)C21 (stereo not drawn)	0.0	3.7	1	-6	6	105	3	2	4	1
Cc1ccc(OCc2nnc(SCC(=O)NC3CCCCC3)n2C)cc1	-0.1	-1.0	19	nt	-1	112	-3	12	-1	1
COc1cc(/C=C/c2[nH]c(=O)[nH]c(=O)c2[N+](=O)[O-])ccc1OCCC(C)C	0.0	-3.6	16	-6	8	101	10	2	-1	1
O=C(NCc1ccccc1C(F)(F)F)c1cccc2c1C(=O)c1ccc(N3CCCCC3)cc1S2(=O)=O	-0.3	-0.4	-5	-34	10	103	7	+	6	0
COC(=O)C(Cc1ccccc1)NS(=O)(=O)c1ccc(F)cc1Br (stereo not drawn)	-0.1	-1.2	-6	-11	5	95	4	-3	10	4
O=C(CSc1nc(-c2ccccc2)cc(=O)[nH]1)NCc1ccc2c(c1)OCO2	0.7	-1.1	26	nt	-2	108	1	-7	0	2
Cc1ccc(C)c(C(=O)CSc2nnc(C)s2)c1	0.0	-0.1	15	10	-3	99	-1	0	-1	3
CCCn1c(=NC(C)=O)c(C(=O)OCC)cc2c(=O)n3ccccc3nc21	0.1	0.7	11	2	10	101	-6	9	3	4
Cc1ccc(NC(=O)CN(C)C(=O)COc2cccc3ccc(C)nc23)cc1	0.2	-0.1	-3	-6	-4	101	4	-3	-1	6
COC(=O)c1cc(S(=O)(=O)NCc2cccc(OC)c2)cn1C	-0.1	-1.1	nt	-5	10	104	0	8	4	0
COc1ccc(CC(=O)NNC(=O)CSc2nc(C)c(C)c(=O)[nH]2)cc1	-0.2	-2.0	12	7	-6	97	5	-1	-5	3
CC(=O)CCc1oc2ccc([N+](=O)[O-])cc2c1-c1ccc(C)o1	-0.4	-2.4	4	-3	4	102	-4	19	-1	0
COc1ccnc(Oc2ccc(F)cc2)c1C(=O)N/C=N/OCc1ccc(F)cc1	-0.3	-2.3	-4	nt	-1	103	-1	9	-7	1
Cn1nccc1C(=O)N1CCc2ccccc21	-0.1	-1.1	-4	-5	0	100	5	5	1	1
CN(CC(=O)Nc1c(Cl)cccc1Cl)C(=O)c1ccc2nc[nH]c2c1	0.0	-0.1	1	-2	6	102	5	-5	3	0
NS(=O)(=O)c1ccc(CNC(=O)CC23CC4CC(CC(C4)C2)C3)cc1	0.1	-1.4	-5	nt	11	100	3	7	-3	-1
Cc1ccc(S(=O)(=O)N(C)C)cc1NC(=O)COC(=O)CNC(=O)C12CC3CC(CC(C3)C1)C2	0.4	-4.3	-5	-6	0	103	2	5	-5	2
CN(CC(=O)Nc1c(Cl)cccc1Cl)C(=O)CNC(=O)c1ccc2ccccc2c1	0.2	-2.3	6	-15	1	97	-3	-14	-5	-3
COc1ccc2c(Cl)c(C(=O)OCC(=O)c3ccc4c(c3)NC(=O)CO4)sc2c1Cl	-0.1	0.6	3	-1	-1	100	1	5	11	0
CCOCCc1nnc(NC(=O)CSc2ccccc2)s1	-0.2	-2.4	-3	nt	3	96	10	9	-3	2
COc1cccc(NC(=O)COC(=O)c2c(C)nn(-c3ccccc3)c2C)c1	-0.1	-1.1	-12	-7	5	97	-6	-1	4	-3
CC(CC1C(C#N)=C(N)OC2=C1C(=O)CCC2)c1ccccc1 (stereo not drawn)	1.6	1.0	4	-9	8	99	10	3	2	4
Cc1cc(C)n(-c2ccc(C(=O)NCc3cccs3)cc2)n1	0.1	-1.7	5	-5	-10	95	7	-2	-6	-1
CC(C)CCC(=O)N1CCOC1=O	-0.3	0.3	-2	-5	-1	103	11	-1	-1	0
C[C@H]1CN=C(N(C)C)N1CC1CCC(C(C)(C)C)CC1 (stereo partly drawn)	0.4	2.1	-3	-12	-24	94	0	-2	10	5
C/C=C/C(=O)Nc1cccc(C2=NOC3(C2)C[C@H](C(N)=O)N(C(=O)/C=C/C)C3)c1 (stereo partly drawn)	-0.3	-1.4	7	-11	0	107	4	nt	-1	0
CCc1ccc(N2CC(C(=O)NCCC3=CCCCC3)CC2=O)cc1 (stereo not drawn)	0.3	-1.0	-2	-3	-3	93	-2	6	-2	0
CS(=O)(=O)c1ccc(Cl)c(C(=O)OCC(=O)NC2CCCCCCC2)c1	-0.1	-1.5	9	-2	2	105	-1	4	-2	2
CS(=O)(=O)N1CCC(C(=O)Nc2ccc(F)cc2F)CC1	-0.2	-0.1	-3	nt	2	91	8	2	-1	3
CCOc1c(OC)cccc1C(=O)NCC1(c2ccccc2)CCCC1	0.2	-0.7	-8	-4	7	93	3	-1	-1	-2
CO/N=C/C(=N\Nc1ccc(C)cc1)C(=O)c1ccc(OC)cc1	-0.7	-1.9	1	nt	-2	nt	-37	16	-2	13
COCCN(CC1CCCN(C2Cc3ccccc3C2)C1)C(=O)c1cccs1 (stereo not drawn)	-0.1	-1.1	0	-2	0	103	8	19	14	1
O=C(c1cc(-c2cccc(O)c2)on1)N1CCN(C(c2ccccc2)c2ccccc2)CC1	-0.1	-2.5	nt	-20	-36	95	14	-4	1	-7
O=S(=O)(c1cc(Br)ccc1Br)N1CCCCCC1	0.0	1.4	9	-5	-6	99	-1	-1	2	-4
CCOC(=O)C1(O)CC(C)=NN1C(=O)c1cccc(Br)c1 (stereo not drawn)	0.1	-6.8	-34	-5	9	99	-4	38	8	1

As a working copy, some entries already given.
SMILES	aDG glyco up	MC4R ag barr	PDI inh	CaV13 ICDI inh	H9c2 protect	ABCB6 inh MLPCN	MC4R antagonist	Vif imaging	HTR2A ag	Glyco luc inh
CC(CC1C(C#N)=C(N)OC2=C1C(=O)CCC2)c1ccccc1 (stereo not drawn)	1.6	1.0	4	-9	8	99	10	3	2	4
Cc1cc(C)n(-c2ccc(C(=O)NCc3cccs3)cc2)n1	0.1	-1.7	5	-5	-10	95	7	-2	-6	-1
CC(C)CCC(=O)N1CCOC1=O	-0.3	0.3	-2	-5	-1	103	11	-1	-1	0
C[C@H]1CN=C(N(C)C)N1CC1CCC(C(C)(C)C)CC1 (stereo partly drawn)	0.4	2.1	-3	-12	-24	94	0	-2	10	5
C/C=C/C(=O)Nc1cccc(C2=NOC3(C2)C[C@H](C(N)=O)N(C(=O)/C=C/C)C3)c1 (stereo partly drawn)	-0.3	-1.4	7	-11	0	107	4	nt	-1	0
CCc1ccc(N2CC(C(=O)NCCC3=CCCCC3)CC2=O)cc1 (stereo not drawn)	0.3	-1.0	-2	-3	-3	93	-2	6	-2	0
CS(=O)(=O)c1ccc(Cl)c(C(=O)OCC(=O)NC2CCCCCCC2)c1	-0.1	-1.5	9	-2	2	105	-1	4	-2	2
CS(=O)(=O)N1CCC(C(=O)Nc2ccc(F)cc2F)CC1	-0.2	-0.1	-3	nt	2	91	8	2	-1	3
CCOc1c(OC)cccc1C(=O)NCC1(c2ccccc2)CCCC1	0.2	-0.7	-8	-4	7	93	3	-1	-1	-2
CO/N=C/C(=N\Nc1ccc(C)cc1)C(=O)c1ccc(OC)cc1	-0.7	-1.9	1	nt	-2	nt	-37	16	-2	13
